S-ASM inh: human S-ASM enzyme inhibition. P17405. placental ASM, HMU-PC fluorogenic substrate, 60 min. Potency, µM (doses to about 57.5 µM), for the others: top-dose activity change, negative = inhibition, hits mostly inhibitors. 340,000 tested, 0.006% active. AID 504937; note: potency is the fitted concentration of half-maximal effect
Target sequence (P17405 47-631 limits assumed): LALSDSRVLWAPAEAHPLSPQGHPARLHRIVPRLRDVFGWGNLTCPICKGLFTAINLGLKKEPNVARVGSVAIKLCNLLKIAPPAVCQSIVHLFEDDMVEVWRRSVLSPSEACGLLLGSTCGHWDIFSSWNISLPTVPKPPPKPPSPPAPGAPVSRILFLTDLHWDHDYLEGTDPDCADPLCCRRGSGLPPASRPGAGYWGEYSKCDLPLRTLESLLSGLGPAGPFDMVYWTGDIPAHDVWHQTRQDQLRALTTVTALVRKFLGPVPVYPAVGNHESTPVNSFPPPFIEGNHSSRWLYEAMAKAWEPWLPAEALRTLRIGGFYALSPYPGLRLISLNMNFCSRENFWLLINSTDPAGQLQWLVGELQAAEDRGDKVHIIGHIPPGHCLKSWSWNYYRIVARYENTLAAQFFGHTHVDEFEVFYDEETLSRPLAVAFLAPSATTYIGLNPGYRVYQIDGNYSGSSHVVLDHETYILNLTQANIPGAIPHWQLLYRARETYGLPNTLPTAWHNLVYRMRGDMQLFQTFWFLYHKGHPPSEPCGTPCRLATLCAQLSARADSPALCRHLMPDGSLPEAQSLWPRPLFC
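Human placenta-derived ASM enzyme was preincubated with compound for 10 minutes at room temperature, then given fluorogenic substrate HMU-PC0 (9 uM final) for 60 minutes at 37 °C; a pH 10 stop preceded fluorescence reading at Ex 386/Em 447 nm.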
Integrin act MD: integrin-mediated muscular dystrophy alleviation activation. alpha7betagal myoblasts, beta-gal FDG fluorescence, 48 h. Potency, µM (doses to about 38.3 µM), for inactives: at the highest dose activation, actives largely listed as activators. 350,000 tested, 0.064% active;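 note: potency is the fitted concentration of half-maximal effect; 100% = response of the positive control SU9516; nearly all actives have a fitted effect of over 60% in size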
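alpha7betagal+/- myoblasts (passage 13, 250/well) treated 48 h at 37C with compounds at 1:260 dilution of DMSO stock. Lysed, then beta-galactosidase activity read as FDG fluorescence (ex 480/em 540) after 30 min, with pre-read for autofluorescence.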
Mito fusion yeast: inhibitors of mitochondrial division or activators of mitochondrial fusion; S. cerevisiae fusion-defective mutant growth rescue, CellTiterGlo 48 h; Potency, µM (series often up to 46.1 µM), without a hit: at the top dose growth rescue (activation), most hits filed as activators; 320,000 tested, 0.23% active;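 note: potency is the fitted concentration of half-maximal effect; % of control where 0% means no effect; nearly all actives have a fitted effect of over 45% in size; temperature-sensitive fusion mutants such as fzo1-1 at 37 °C on non-fermentable ethanol glycerol medium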
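Luminescent cell viability in 1536-well qHTS format served as the measure of rescued growth in ts fusion-mutant S. cerevisiae cultured on non-fermentable YPEG for 48 hours at 37C.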
ELG1 repair inh: inhibitors of ELG1-dependent DNA repair in HEK293T cells; HEK293T ELG1-luciferase reporter, luminescence, 16 h; DNA damage induced by 5-fluorouridine; Potency, µM (doses to about 46.1 µM), without a hit: at the top dose activity change, negative = inhibition, most hits filed as inhibitors; 330,000 tested, 2.3% active; note: potency is the fitted concentration of half-maximal effect; % is set by controls: 0 for no effect and ±100 for the full control effect; nearly all actives have a fitted effect of over 55% in size
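HEK293T cells expressing luciferase-tagged ELG1 (2,000/well) received 5-Fluorouridine plus compound or DMSO for 16 hr at 37 °C. Luciferase was read by ONE-Glo luminescence after 30 min at room temperature.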
TSHR antag: blocks TSH signaling through the human TSH receptor; 330,000 tested, 0.2% active; TSHR-expressing cells, TSH-stimulated cAMP HTRF, 2 h; stronger effect = lower value; AID 504810; P16473; activity change, negative = inhibition, % at 11.5 µM;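 active = activity change below a set negative limit, meaning inhibition stronger than a set level, cut at about -70% in these data; inconclusive = activity change between two set negative limits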; note: % is set by controls: 0 for no effect and ±100 for the full control effect
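Cell-based HTRF cAMP assay; TSHR cells + compound, TSH EC80 (4nM final), 2 h, 37 deg C. Lysis with anti-cAMP cryptate and cAMP-d2, 30 min RT, read 665/620 nm.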
Eya2 inh: Eya2 (human) phosphatase inhibition | O00167 | recombinant Eya2, OMFP fluorescence dephosphorylation (OMFP is methylfluorescein phosphate) | Potency, µM (doses to about 76.9 µM), for the others: at the top dose activity, negative = inhibition, most hits filed as inhibitors | 330,000 tested, 0.006% active | AID 488837; note: potency is the fitted concentration of half-maximal effect; % is set by controls: 0 for no effect and ±100 for the full control effect
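Eya2 (0.2 uM) preincubated 10 min at ambient with compound, then OMFP substrate added at 50 uM; 10 min reaction in 50 mM HEPES pH 7.5, 50 mM NaCl, 5 uM MgCl2, 0.05% BSA, 1 mM DTT. Fluorescence read at Ex 485/Em 525 nm.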
BCR signal inh: blocks chronic active B-cell receptor signaling. 340,000 tested, 0.05% active. ABC-DLBCL IkBa-CBG/CBR reporter, luminescence ratio, 4 h. Potency, µM (titrated, usually from 46.1 µM), for the others: at the highest dose ratio change, negative = lower green/red ratio, actives largely listed as inhibitors; active = well fitted inhibition curve with a large enough effect in the signal ratio, with a control signal flat, not every such curve was filed as active; inconclusive = small, poorly fitted or top-dose-only effect, or effect the other way, or a change in a side signal; the % refers to the signal ratio;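 note: potency is the fitted concentration of half-maximal effect; plate controls were basal doxycycline-induced cells for no effect and cells given 10 µM MG132 for full effect; MG132 reads +100%, hits lower the ratio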
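Doxycycline induced both beetle luciferases in TMD8 lymphoma cells; IKK-driven degradation limits the IkappaBalpha-fused green signal, while red luminescence normalises for cell number and nonspecific effects. Compounds tested up to 46 uM, 4 hrs.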
Tb PFK block: inhibitors of T. brucei phosphofructokinase | O15648 | T. brucei PFK, ADP-Glo luminescence | Potency, µM (titrated, usually from 57.5 µM), inactives show at the highest dose activity, negative = inhibition, usual class: inhibitors | 330,000 tested, 0.17% active | AID 485367;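 note: potency is the fitted concentration of half-maximal effect; 0% = uninhibited 1x PFK enzyme wells and -100% = no-enzyme wells; nearly all actives have a fitted effect of over 60% in size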
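1.25 nM PFK with 0.5 mM F6P and 0.1 mM ATP in 0.1 M TEA pH 8.0, 5 mM MgCl2, incubated 45 min at room temperature; ADP measured by ADP-Glo luminescence; compounds titrated up to 57 uM.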
PTAP TSG101 blk: blocks PTAP/TSG101 interaction to inhibit HIV-1 budding. Q99816. Fluorescence polarization, FITC-PTAP peptide / Tsg101 binding. Potency, µM (titrated, usually from 115 µM), without a hit: top-dose activity change, negative = inhibition, most hits filed as inhibitors. 340,000 tested, under 10 active; active = well fitted inhibition curve with a large enough effect in the main read-out, with a control signal flat, not every such curve was filed as active; inconclusive = small, poorly fitted or top-dose-only effect, or effect the other way, or a change in a side signal; inactive = no such curve, though single readings can be large or run the other way; note: potency is the fitted concentration of half-maximal effect; % of control where 0% means no effect
Target sequence (Q99816 whole entry, looked up): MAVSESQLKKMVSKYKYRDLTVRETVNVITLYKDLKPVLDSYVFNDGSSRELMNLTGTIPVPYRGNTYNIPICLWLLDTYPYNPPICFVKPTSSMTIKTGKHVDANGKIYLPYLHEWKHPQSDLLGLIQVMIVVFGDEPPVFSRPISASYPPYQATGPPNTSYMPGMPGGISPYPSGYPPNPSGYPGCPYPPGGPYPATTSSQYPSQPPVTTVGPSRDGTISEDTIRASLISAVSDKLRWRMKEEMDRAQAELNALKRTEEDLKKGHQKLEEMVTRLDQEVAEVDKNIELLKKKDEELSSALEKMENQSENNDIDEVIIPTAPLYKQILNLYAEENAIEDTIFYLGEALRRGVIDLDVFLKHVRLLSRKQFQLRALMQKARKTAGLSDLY
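FP read-out: FITC-PTAP peptide, 50 nM final, binding Tsg101 binding domain, 10 uM final; 20 min, r.t.; 10 mM HEPES pH 7.5, 0.15 M NaCl, 0.01% Tween 20, 3 mM EDTA, 0.1 mM TCEP.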
A-T KAP1 phos: potential ataxia-telangiectasia treatment; […] A-T fibroblasts, KAP-1 phosphorylation AlphaLISA; neocarzinostatin DNA damage 30 min before lysis; Potency, µM (series often up to 57.5 µM), without a hit: top-dose activation, usual class: activators; 320,000 tested, 0.19% active; AID 485349; note: potency is the fitted concentration of half-maximal effect; % of control where 0% means no effect; nearly all actives have a fitted effect of over 45% in size
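hTERT-immortalized A-T patient fibroblasts ([…]), 500 cells/well in OPTI-MEM, 1% FBS, got compounds for 60 min, then NCS for 30 min at 37C. Lysates were then assayed for phospho-KAP-1 by AlphaLISA (anti-pKAP1 donor, anti-KAP1 acceptor beads), 6 hr at 25C.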
TCR activator: T cell receptor activation; primary human leukocytes, anti-CD3, IL-2 HTRF, 48 h; Potency, µM (series often up to 9.22 µM), for the others: at the top dose activation of IL-2 secretion, hits mostly activators; 330,000 tested, under 10 active; note: % of control where 0% means no effect
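HTRF read-out of IL-2 secretion: europium cryptate donor excited at 320nm, d2 acceptor emission at 665nm. Cells were primary human leukocytes incubated 48 hr with compounds and a-CD3 beads, supplying TCR signal only.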
* hit, by the source's call; u = inconclusive; x = no result given; [ ] = dose if it differs, or a comment. Unless noted, calls come from the whole dose curve; as a rule, active = well fitted curve in the direction sought with a large enough effect; inconclusive = small, poorly fitted or top-dose-only effect, or another doubt; inactive = no such curve, though single readings can be large; an effect the other way counts as inactive or inconclusive.

#	canonical_smiles	S-ASM inh	Integrin act MD	Mito fusion yeast	ELG1 repair inh	TSHR antag	Eya2 inh	BCR signal inh	Tb PFK block	PTAP TSG101 blk	A-T KAP1 phos	TCR activator
1	O=C(COc1ccc(S(=O)(=O)N2CCOCC2)cc1)NC1CC1	4.2%	8.6%	-3.0%	-0.6%	7.5	7.1%	6.0%	-4.6%	0.2%	-3.3%	-2.9%
2	O=C(Nc1ccc(Cl)c(Cl)c1)N1CCC(N2CCCCC2)CC1	-1.5%	-51.3%[inhibitor]	0.0%	-8.3%	6.5	-16.3%	-15.9%	-10.2%	-2.2%	-6.3%	-2.8%
3	Cc1ccc(NC(=O)CSCc2ccc(F)cc2)cc1	-1.1%	21.2%	12.4%	u	1.9	-2.2%	1.8%	7.8%	-0.2%	11.2%	-3.0%[46.1 µM]
4	O=C(Cn1nnc(-c2ccccc2)n1)NCc1ccccc1	1.2%	7.7%	4.5%	10.9%	5.8	13.6%	-5.1%	8.5%	-2.3%	8.8%	3.5%
5	Cn1c(Cn2c(=O)sc3ccccc32)nnc1SCC(=O)N1CCCc2ccccc21	2.1%	3.0%	-0.3%	-1.6%	-8.7	-10.7%	12.3%	0.9%	-10.7%	-1.6%	-1.0%[46.1 µM]
6	CN(C)C(=O)CSc1nnc(NC(=O)CCc2ccccc2)s1	3.4%	5.9%	-4.4%	-12.7%	-4.3	-2.4%	-12.5%	2.9%	0.3%	5.8%	1.8%
7	COc1ccc(N2C(=O)C3C(C2=O)C2C=CC3C23CC3)c([N+](=O)[O-])c1 (configuration not stated)	-0.1%	7.6%	2.5%	19.9%	6.3	7.1%	-11.3%	-0.7%	2.5%	-6.2%	-4.8%
8	O=C(Nc1cccnc1)c1ccc(Cl)c(Cl)c1	1.5%	17.3%	3.0%	u	-0.3	-13.2%	u	u	-4.8%	11.0%	0.8%
9	Cc1nc(-c2ccc(S(=O)(=O)Oc3ccccc3Cl)s2)cs1	-3.4%	2.1%	-0.3%	u	-11.6	-3.7%	-0.3%	4.7%	-3.3%	0.8%	2.6%
10	C=CCn1c(N)c(C(=O)NCCC2=CCCCC2)sc1=S	-3.1%	-7.1%	4.7%	u	1.5	-1.4%	16.1%	u	x	1.7%	x
11	Cc1ccc(NC(=O)C2CCN(S(=O)(=O)c3c(C)noc3C)CC2)cc1C	-2.3%	-24.2%	9.8%	-5.1%	5.2	-8.8%	-24.1%	-7.2%	-2.2%	-1.7%	9.0%
12	Cc1nnc(SCC(=O)NC2CC2)n1-c1ccccc1	-0.1%	-1.8%	-1.2%	11.1%	-1.0	7.7%	-8.7%	0.8%	-3.2%	-1.6%	-2.4%
13	N#Cc1cc(C(=O)c2ccccc2OCC(=O)Nc2ccccc2Cl)cn(C2CCCCC2)c1=O	2.6%	48.7%	10.3%	u	-5.4	-1.0%	u	0.0%	-2.4%	4.3%	5.0%[46.1 µM]
14	O=C(Nc1nc(-c2ccccn2)cs1)c1ccc(-c2ccccc2F)o1	-14.3%	-45.6%[inhibitor]	-3.0%	-54.5%	7.9	3.1%	u	17.2%	-1.6%	-1.6%	-4.7%
15	Cn1c(CNC(=O)CCNC(=O)c2cccc(Cl)c2)cc(=O)n(C)c1=O	-0.4%	8.0%	-1.0%	17.1%	17.5	-6.5%	-0.8%	4.0%	-6.3%	3.8%	-2.2%
16	Cc1ccccc1-c1cc(=O)c2c(O)cccc2o1	-4.9%	12.1%	-13.7%	15.7%	10.3	0.1%	-1.9%	4.3%	-1.6%	39.8µM*	-4.5%
17	CCn1c(CNc2ccc(F)cc2)nnc1SCC(=O)Nc1ccccc1OC	-0.5%	-16.6%	-3.0%	-22.9%	-11.1	-17.2%	u	-0.2%	-0.9%	x	-1.1%[46.1 µM]
18	COc1ccc(NS(=O)(=O)c2ccc(C(=O)NCC3(N4CCOCC4)CCCCC3)cc2)cc1	-0.6%	29.1%	x	0.4%	-1.7	-8.2%	-5.2%	2.7%	-0.5%	12.1%	-6.8%[46.1 µM]
19	Cc1cc2ccccc2nc1SCC(=O)NC1CCCC1	-2.9%	-19.8%	12.8%	-14.5%	-22.2	1.1%	1.5%	-3.9%	3.0%	15.8%	-3.9%
20	COc1cc(NC(=O)C2CC(=O)N(Cc3ccco3)C2)c(OC)cc1Cl (configuration not stated)	-0.3%	-3.2%	-3.7%	11.7%	72.9	10.0%	-5.8%	0.2%	-0.5%	-3.8%	-1.4%
21	CC1CCN(C(=O)COC(=O)COc2ccccc2C#N)CC1	-3.0%	0.0%	3.5%	10.8%	24.2	4.0%	u	1.0%	-2.0%	-5.3%	-8.3%
22	C/C(=N\NC(=O)CN1CCN(S(=O)(=O)c2ccc(C)cc2)CC1)c1ccc(O)cc1	-2.3%	0.0%	-1.9%	-18.2%	0.8	-5.2%	2.8%	-2.2%	-1.4%	-1.3%	-4.3%
23	COc1cccc(CN(C)C(=O)c2cc(S(=O)(=O)NC3CCCCC3)ccc2C)c1OC	-2.8%	-18.7%	0.0%	-17.4%	-8.2	-11.1%	-12.6%	6.0%	-1.8%	-1.7%	4.7%
24	C/C(=N\NC(=O)CNC(=O)C(c1ccccc1)c1ccccc1)c1ccc(C(C)(C)C)cc1	-0.2%	4.7%	-3.2%	18.0%	-3.5	-0.4%	u	-8.3%	1.5%	4.2%	3.6%[46.1 µM]
25	Cc1cnc(C(=O)OCC(=O)c2ccc(C3CCCCC3)cc2)cn1	-1.0%	15.8%	9.7%	u	-9.0	-8.7%	-0.6%	-3.8%	2.1%	11.3%	-1.1%
26	C=CCOc1ccc(CNCc2cccnc2)cc1	-4.3%	-6.6%	0.9%	3.9%	12.1	5.2%	0.9%	5.0%	1.0%	12.5%	8.3%
27	CC(=O)C1=C(O)C(=O)N(CCc2c[nH]c3ccccc23)C1c1ccc(O)cc1 (configuration not stated)	-8.8%	8.8%	2.5%	6.6%	-3.9	14.0%	-4.0%	6.5%	-4.5%	-4.1%	4.1%
28	O=C(NC(NCc1ccccn1)(C(F)(F)F)C(F)(F)F)c1ccco1	6.7%	1.5%[7.66 µM]	-0.7%	13.8%	-3.0	14.0%	0.1%	-0.5%	-3.4%	0.9%	9.9%
29	CC(C)(C)NS(=O)(=O)c1cc(C(=O)O)ccc1Cl	-0.8%	-20.7%	-2.3%	-4.0%	4.3	-0.1%	1.8%	0.6%	-0.3%	4.8%	-4.0%
30	COc1cc2c(cc1OC)C(COc1ccccc1OC)N(C(C)=O)CC2 (configuration not stated)	-0.2%	-12.9%	0.9%	-17.7%	-5.8	-5.1%	0.5%	-9.7%	-5.0%	4.0%	10.7%
31	CSCCC(NC(=O)C1CCCC1)c1nnc2ccccn12 (configuration not stated)	2.3%	-3.2%	2.4%	2.5%	10.3	2.9%	0.4%	-4.1%	-4.6%	0.3%	4.1%
32	COc1ccc(C(=O)Cn2c(N3CCOCC3)nc3c2c(=O)n(C)c(=O)n3C)cc1	x	x	-2.2%	3.0%	0.3	4.4%	0.3%	-1.2%	x	-1.7%	x
33	O=C(NN=C1CCCC1)c1ccn[nH]1	2.5%	-3.0%	-1.1%	u	13.4	7.6%	x	5.2%	-1.8%	-0.2%	7.7%[46.1 µM]
34	CCOCCOC(=O)C(C)Oc1ccc(Oc2ncc(Cl)cc2Cl)cc1 (configuration not stated)	0.3%	31.5%	-2.2%	8.6%	-3.1	-12.9%	5.2%	3.1%	-2.8%	-2.8%	0.0%[46.1 µM]
35	Cc1ccc(OCC(=O)NCC2CCCO2)c(C)c1 (configuration not stated)	2.0%	-15.5%	-7.4%	u	-2.9	0.4%	21.6%	-3.1%	-2.8%	3.7%	-0.2%
36	O=C1CCCc2c1nc(-c1ccc(F)cc1)n2O	-0.4%	6.1%	-2.8%	-4.1%	-10.5	-8.0%	1.8%	5.3%	0.2%	-3.8%	2.3%
37	Cc1cc(C)c2c(CN3CC(C)OC(C)C3)cc(=O)oc2c1C (configuration not stated)	-2.1%	-10.7%	12.6%	14.0%	-1.3	1.8%	0.9%	1.7%	-2.3%	-8.1%	2.0%
